Source: PubChem BioAssay
Rpn11 inh = Rpn11 (PSMD14) deubiquitinase inhibitors, primary screen, biochemical, fluorescence polarization, uHTS. 360,000 compounds, 0.59% hits. calls only at 20 µM. human 26S proteasome, Ub4-pepOG fluorescence polarization; 20S core pre-blocked with epoxomicin;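 active = inhibition at 20 µM, scaled to each plate's controls, above about 33%, limit read from the data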
Target sequence (O00487 whole entry, looked up): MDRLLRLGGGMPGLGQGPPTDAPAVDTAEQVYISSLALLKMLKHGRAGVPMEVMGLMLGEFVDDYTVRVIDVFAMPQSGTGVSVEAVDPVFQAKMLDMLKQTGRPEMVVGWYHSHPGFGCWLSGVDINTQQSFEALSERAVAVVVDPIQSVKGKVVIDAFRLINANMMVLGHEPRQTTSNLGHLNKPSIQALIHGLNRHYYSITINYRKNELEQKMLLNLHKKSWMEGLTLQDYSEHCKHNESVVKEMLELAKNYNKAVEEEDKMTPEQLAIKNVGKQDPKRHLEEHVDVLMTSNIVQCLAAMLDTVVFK
Scp1 inh = Scp-1 phosphatase inhibitors, primary screen, biochemical, colorimetric, uHTS. Carboxy-terminal domain RNA polymerase II polypeptide A small phosphatase 1 (Homo …. Recombinant Scp1, phosphopeptide, malachite green phosphate absorbance. 340,000 compounds, 0.88% hits. inhibition, % at 20 µM;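 active = inhibition above about 50% at 20 µM, limit read from the data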;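 also: plate controls were DMSO wells with enzyme for no effect and wells lacking enzyme for full effect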
Target sequence (Q9GZU7 76-261 limits assumed): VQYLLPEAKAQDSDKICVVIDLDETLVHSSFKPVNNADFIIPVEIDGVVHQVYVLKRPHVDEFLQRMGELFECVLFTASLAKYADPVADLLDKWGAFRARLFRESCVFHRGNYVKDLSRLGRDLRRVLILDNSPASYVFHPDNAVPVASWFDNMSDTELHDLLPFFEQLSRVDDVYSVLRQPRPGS
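Test system: SCP-1 catalytic domain; Buffer or medium: Acidic Tris acetate buffer with magnesium and detergent; Also added: Phosphorylated 17-residue peptide substrate; Compound: single 20 µM dose, 1% DMSO; Schedule: enzyme reaction 45 min at room temperature, colour 5 min, stabilisation 30 min; Signal: Phosphate-binding colour reagent, absorbance read at 630 nm.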
LMPTP inh = LMPTP phosphatase inhibitors, primary screen, biochemical, fluorescence intensity, uHTS; Low molecular weight phosphotyrosine protein phosphatase (Homo sapiens), P24666; recombinant LMPTP-A, OMFP fluorogenic substrate; inhibition, % at 20 µM; 360,000 compounds, 0.22% hits; AID 651560, 2012;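 active = compounds that cut the enzyme signal by at least half of the control window in the single-dose screen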;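 also: plate controls were DMSO wells with enzyme plus substrate for no effect and substrate without enzyme for full effect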
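material = LMPTP-A | quantity = 0.625 nM enzyme | reagent = OMFP substrate, 400 µM final | buffer or medium = Bis-Tris pH 6.0, DTT, detergent | detection = endpoint fluorescence intensity from OMFP dephosphorylation | dosing = single 20 µM dose | read-out basis = % inhibition relative to no-enzyme and uninhibited control wells | control set = no-enzyme and uninhibited controls | timing = 50 min at room temperature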
MsrA inh = bovine MsrA enzyme inhibitors, primary screen, biochemical, absorbance, HTS | 360,000 compounds, 0.75% hits | AID 651718, 2012 | purified bovine MsrA, absorbance read-out | inhibition, % at 15.5 µM; in the data active = inhibition above about 4.5%;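 also: 0% = vehicle wells with enzyme and 100% = reference inhibitor wells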
NadD inh = inhibitors of S. aureus NadD, primary screen, biochemical, colorimetric, uHTS; Nicotinate-nucleotide adenylyltransferase NadD (Staphylococcus aureus N315); 360,000 compounds, 0.78% hits; inhibition, % at 20 µM; purified NadD enzyme, colorimetric absorbance read-out; in the data active = inhibition above about 26%; also: some compounds past the cut are filed as inactive
DNMT1 inh = human DNMT1 methyltransferase inhibitors, primary screen, biochemical, molecular beacon, fluorescence, HinP1I cleavage, uHTS. 360,000 compounds, 0.83% hits. AID 588458, 2011. inhibition (reported as % activation of signal), % at 10 µM. DNA (cytosine-5)-methyltransferase 1 (Homo sapiens), P26358; in the data active = inhibition above about 50%
STEP block = STEP phosphatase inhibitors, primary screen, biochemical, fluorescence intensity, uHTS; 360,000 compounds, 0.25% hits; AID 588621, 2011; inhibition, % at 20 µM; Tyrosine-protein phosphatase non-receptor type 5 (Homo sapiens), P54829; recombinant STEP, OMFP fluorogenic substrate;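 active = inhibition at 20 µM, scaled per plate between control wells, above about 37%, limit read from the data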;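 also: 0% = DMSO with enzyme and substrate and 100% = substrate only without enzyme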
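material = STEP tyrosine phosphatase | reagent = fluorogenic phosphatase substrate OMFP at 25 µM final | doses = single compound dose of 20 µM, 1% DMSO final | schedule = 20 min reaction, room temperature, in the dark | measured by = fluorescence, 480/540 nm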
TbMetRS inhib = T. brucei MetRS inhibitors, primary screen, biochemical, luminescence; inhibition, % at 11.9 µM; purified T. brucei MetRS, ATP depletion, Kinase-Glo luminescence; methionyl-tRNA synthetase (Trypanosoma brucei brucei); 360,000 compounds, 0.4% hits;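 active = inhibition above a per-plate cutoff of the control wells' mean inhibition plus 3 SD, cut at about 5.5% in these data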;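 also: 0% = DMSO wells median and 100% = median of wells with control inhibitor compound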
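Assay system: T. brucei methionyl-tRNA synthetase, purified | Medium: HEPES buffer with MgCl2, KCl, DTT, spermine, BSA, pyrophosphatase | Compound: 11.9 µM single point | Incubation: 15 min enzyme-compound preincubation, 2 h reaction, 10 min detection, 25 °C | Measured by: Kinase-Glo luciferase luminescence reporting remaining unconsumed ATP | Measure: % inhibition normalized to control-well medians | Replication: Singlicate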
SUMO1-SIM PPI = modulators of SUMO1 protein-protein interactions, primary screen, biochemical, uHTS; Small ubiquitin-related modifier 1 (Homo sapiens), P63165; SUMO1 binding to a labelled peptide, TR-FRET, 1 h; inhibition, % at 20 µM; 360,000 compounds, 0.33% hits; in the data active = inhibition above about 37%
Target sequence (P63165 whole entry, looked up): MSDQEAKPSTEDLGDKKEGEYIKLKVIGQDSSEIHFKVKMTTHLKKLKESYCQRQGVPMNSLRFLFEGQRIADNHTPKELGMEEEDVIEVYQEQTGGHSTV
CSN deneddyl inh = inhibitors of CSN-mediated cullin deneddylation, primary screen, biochemical, fluorescence polarization, uHTS; COP9 signalosome complex subunit 5 (Homo sapiens), Q92905; Purified CSN, SCF-Nedd8-OG deneddylation; inhibition, % at 12.5 µM; 360,000 compounds, 0.38% hits; AID 651999, 2013;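 active = pattern-corrected inhibition above about 35%, with an unprinted fluorescence ratio check between 0.5 and 1.5, limit read from the data, passing the limit was not always enough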;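 also: 0% = enzyme with substrate and 100% = substrate without enzyme; some results filed as inactive read as strong as hits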
Target sequence (Q92905 whole entry, looked up, one chain of several): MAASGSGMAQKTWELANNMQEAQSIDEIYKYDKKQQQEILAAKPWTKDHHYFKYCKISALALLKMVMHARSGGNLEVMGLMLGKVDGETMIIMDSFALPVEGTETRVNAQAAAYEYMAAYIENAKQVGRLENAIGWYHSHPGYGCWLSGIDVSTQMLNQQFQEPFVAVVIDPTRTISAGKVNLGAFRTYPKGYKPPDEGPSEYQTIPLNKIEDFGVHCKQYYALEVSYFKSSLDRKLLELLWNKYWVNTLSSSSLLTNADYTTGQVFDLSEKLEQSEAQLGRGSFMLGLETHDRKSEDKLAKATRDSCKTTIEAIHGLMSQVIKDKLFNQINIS
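Detection – fluorescence polarization · System – HEK293T-derived human Csn5 enzyme · Controls – substrate-only high control, full reaction low control · Timing – 90 min, room temperature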
* = called active by the depositor; i = inactive; nt = no result given.

Value order – Rpn11 inh, Scp1 inh, LMPTP inh, MsrA inh, NadD inh, DNMT1 inh, STEP block, TbMetRS inhib, SUMO1-SIM PPI, CSN deneddyl inh
- O=C(CNC(=O)c1ccccc1Cl)NC1CCN(Cc2ccccc2)CC1
  i, 11, -1.1, -0.5, -5, -1, -1, -0.3, 2, -5
- CCOc1cccc2c1OC1(C)CC2NC(=O)N1c1cccc(Cl)c1 (centres undefined)
  i, -5, -0.2, -1.5, 2, 0, -2, -0.6, 5, 1
- C/C(=N\OC(=O)c1ccc(F)cc1)c1sc(-c2ccc(Cl)cc2)nc1C
  i, -4, -2.4, 1.2, -6, 6, 1, -0.7, -4, 4
- C[C@@H]1CN([C@H](C)CO)C(=O)c2cc(NC(=O)c3ccncc3)ccc2O[C@@H]1CN(C)C(=O)Nc1ccccc1
  i, 94*, -2.2, -0.8, 61*, 6, -1, -0.7, -4, -1
- O=C(COc1ccc(Br)cc1Cl)c1ccc[nH]1
  i, -8, 1.0, 0.4, 0, -4, -4, -0.1, 5, 0
- O=C(C[C@H]1CC[C@@H]2[C@H](COC[C@@H](O)CN2Cc2cccc(F)c2)O1)NCC1CCCCC1
  nt, nt, -0.9, -1.3, nt, nt, nt, -0.3, 7, -5
- O=C(CCNS(=O)(=O)c1ccccc1)N1CCOCC1
  i, -2, -0.3, 0.5, 4, 2, 1, -0.3, 1, 2
- CCOc1cc(/C=N/Nc2nc(=O)[nH]nc2C)ccc1O
  i, 0, -0.6, 2.9, -5, 1, 0, -1.4, -10, 0
- C=CCOc1ccc(/C=C2\N=C(C)OC2=O)cc1OC
  i, -3, -1.9, 0.1, 1, 0, 3, 0.4, 1, -2
- CS(=O)(=O)Oc1ccc(Br)cc1/C=C1/N=C(c2ccco2)OC1=O
  i, -3, -1.8, -0.4, 4, 1, -2, 0.6, -1, 0
- Cn1c(=O)c2c(nc(SCC(=O)NCc3ccc4c(c3)OCO4)n2Cc2ccc(F)cc2)n(C)c1=O
  i, 9, 1.4, 0.6, 1, -7, 6, -0.3, 5, 4
- Cc1ccc2c(CC(=O)OC(C)C(=O)Nc3ncc(Cl)cc3Cl)coc2c1 (centres undefined)
  i, 1, 1.3, 0.3, -4, -4, 0, -0.1, 3, 2
- COC(=O)C1=C(C(=O)OC)[C@@H]2N(C)c3ccccc3[C@@]23C[C@@H](CO)N(C(=O)C2CCC2)C3=N1
  i, 0, -0.1, 1.0, -4, -1, -2, 0.5, -3, 0
- CSc1sc(C(=O)NNC(C)=O)c2c1C=CCC2
  i, -8, -1.3, 1.2, 1, -16, -2, 0.3, -3, 1
- COc1ccc(-c2cc(N)n(S(=O)(=O)c3ccc(F)cc3)n2)cc1OC
  i, -16, 1.8, 0.4, -3, -3, -2, 0.2, 0, 3
- COc1ccc(-n2ncc3c(N4CCCc5ccccc54)ncnc32)cc1
  i, -1, 0.0, nt, 7, -1, 4, -1.0, 1, 1
- CN(C)Cc1cc(C(C)(C)C)c(O)c(C(C)(C)C)c1
  i, 3, 2.2, 3.3, 0, 11, 1, -0.4, 2, -2
- CCCn1nc(NC(C)=O)c2cc3cccc(C)c3nc21
  i, -10, 1.4, 1.2, -7, 2, -1, -0.9, -14, 2
- O=C(Nc1cccnc1)c1cc(-c2ccccc2)on1
  i, 0, -1.9, 0.7, -3, -1, -3, 0.2, 0, 14
- Cc1ccc(C)c(S(=O)(=O)NCC(=O)OCC(=O)Nc2sccc2C(N)=O)c1
  i, -4, 2.0, 1.5, -1, 2, 0, -0.2, 1, 0
- CN(CCO)c1ccc2c(c1)OC[C@H](Cc1ccccc1)NS2(=O)=O
  nt, nt, -1.2, 0.4, 2, nt, nt, -0.3, -1, -2
- COc1ccc(Cn2c(=O)[nH]c3cc(C(=O)NCCCN4CCCC4)ccc3c2=O)cc1
  i, -1, 2.7, -0.6, 7, -8, 1, -2.0, -2, -2
- CC1CCCCN1C(=O)C1CCN(c2nc(-c3ccccc3)nc3c2CCC3)CC1 (centres undefined)
  i, 13, 8.5, -1.8, 3, -6, -2, -1.1, 4, 2
- COc1ccc(NC(=O)CN(C)C(=O)C2CCCO2)cc1 (centres undefined)
  i, -3, -1.2, -0.8, 2, -1, -2, -0.2, 11, -7
- O=c1cc(-c2nn[nH]n2)[nH]c(=O)[nH]1
  i, -5, -2.1, -0.8, 2, 8, 1, -0.5, -3, 2
- COC(=O)C1=C(C(=O)OC)[C@]2([C@@H]3CCCCN[C@@H](Cc4ccccc4)C(=O)N3Cc3ccccc3)C=C[C@H]1O2
  i, -5, 3.6, 0.4, -1, -3, 2, 0.3, -3, -1
- CCOC(=O)C(C)Sc1nc2ccccc2c(=O)n1CC (centres undefined)
  i, -6, 1.0, 1.3, 5, 1, -1, -0.6, -1, 0
- CCc1c(C)nc(SCC(=O)CC(=O)OC(C)C)c(C#N)c1C
  i, -2, 0.2, -0.4, 2, -1, -1, -1.1, -3, 1
- COc1cc(Cl)c(C)cc1NC(=O)CN(C)C1CCS(=O)(=O)C1 (centres undefined)
  i, 6, -0.3, 0.9, -1, -2, 0, -0.7, 1, -3
- O=C(O)c1ccc(-n2cccn2)nc1
  i, -13, -0.6, -0.8, -5, 0, -2, -0.8, 1, 2
- C=CCn1c(-c2ccc(OC)c(OC)c2)n[nH]c1=S
  i, -3, -1.1, 1.6, 8, 1, -1, -0.9, -4, 1
- CS(=O)(=O)N(CC(=O)N1CCN(c2ccccc2)CC1)c1ccc(Cl)c(C(F)(F)F)c1
  i, 0, 0.1, 0.8, 2, -5, -4, -0.2, 0, -6
- Cc1ccc(S(=O)(=O)N2CCC(C(=O)O)CC2)cc1C(=O)O
  i, -3, -2.1, -0.1, 1, -2, 1, 0.2, 14, -3
- Cc1ccc(-c2nn(-c3ccccc3)cc2C(=O)N2CCN(c3ccccn3)CC2)cc1
  i, 4, 0.4, 0.1, 3, 0, -2, -0.2, 0, 1
- CC(C)NC(=O)c1cc2ccccc2o1
  i, 0, -0.7, -1.2, 6, 0, -3, -0.7, 2, 1
- Cc1nn(C(C)C)c(C)c1CN1CCN(Cc2ccsc2)C(CCO)C1 (centres undefined)
  i, -3, -1.9, -1.8, -2, 3, -1, -0.7, 0, 1
- CCOC(=O)CSc1nc(C2CC2)nc2ccccc12
  i, 7, -1.0, 0.0, -3, 4, -1, -0.9, -3, 6
- Cc1ccc(N2CCN(C(C(=O)Nc3c(C)cccc3C)c3cc4ccccc4o3)CC2)cc1 (centres undefined)
  nt, nt, 4.2, 0.1, nt, nt, nt, -0.5, 5, 0
- COC(=O)c1ccccc1NC(=O)c1cc2n(n1)C(C(F)F)CC(C(F)F)N2 (centres undefined)
  i, -10, -0.2, -0.1, -7, 13, 4, -1.5, -4, -5
- COc1ccc(CCN(C)CCc2ccc(OC)c(OC)c2)cc1OC
  i, 1, -0.8, 1.0, 2, 3, -4, -0.8, 1, -2

Two entries from above, as labelled records.
compound: COC(=O)c1ccccc1NC(=O)c1cc2n(n1)C(C(F)F)CC(C(F)F)N2 (centres undefined)
  Rpn11 inh = i	Scp1 inh = -10	LMPTP inh = -0.2	MsrA inh = -0.1	NadD inh = -7	DNMT1 inh = 13	STEP block = 4	TbMetRS inhib = -1.5	SUMO1-SIM PPI = -4	CSN deneddyl inh = -5

compound: COc1ccc(CCN(C)CCc2ccc(OC)c(OC)c2)cc1OC
  Rpn11 inh = i	Scp1 inh = 1	LMPTP inh = -0.8	MsrA inh = 1.0	NadD inh = 2	DNMT1 inh = 3	STEP block = -4	TbMetRS inhib = -0.8	SUMO1-SIM PPI = 1	CSN deneddyl inh = -2

Arranged by formula weight (descending): part of the list above.
Value order – Rpn11 inh, Scp1 inh, LMPTP inh, MsrA inh, NadD inh, DNMT1 inh, STEP block, TbMetRS inhib, SUMO1-SIM PPI, CSN deneddyl inh
- Cc1ccc(-c2nn(-c3ccccc3)cc2C(=O)N2CCN(c3ccccn3)CC2)cc1
  i, 4, 0.4, 0.1, 3, 0, -2, -0.2, 0, 1
- COC(=O)c1ccccc1NC(=O)c1cc2n(n1)C(C(F)F)CC(C(F)F)N2 (centres undefined)
  i, -10, -0.2, -0.1, -7, 13, 4, -1.5, -4, -5
- Cc1nn(C(C)C)c(C)c1CN1CCN(Cc2ccsc2)C(CCO)C1 (centres undefined)
  i, -3, -1.9, -1.8, -2, 3, -1, -0.7, 0, 1
- Cc1ccc(S(=O)(=O)N2CCC(C(=O)O)CC2)cc1C(=O)O
  i, -3, -2.1, -0.1, 1, -2, 1, 0.2, 14, -3
- C=CCn1c(-c2ccc(OC)c(OC)c2)n[nH]c1=S
  i, -3, -1.1, 1.6, 8, 1, -1, -0.9, -4, 1
- CC(C)NC(=O)c1cc2ccccc2o1
  i, 0, -0.7, -1.2, 6, 0, -3, -0.7, 2, 1

Continued.
Value order – Rpn11 inh, Scp1 inh, LMPTP inh, MsrA inh, NadD inh, DNMT1 inh, STEP block, TbMetRS inhib, SUMO1-SIM PPI, CSN deneddyl inh
- COc1ccc(S(=O)(=O)c2c(C)c(NS(=O)(=O)c3ccccc3)cc(C)c2O)cc1
  i, -12, 2.3, 0.8, -10, -3, -1, -0.8, 2, 0
- COC(=O)[C@]1(CC(C)C)N[C@H](c2ccc(-c3ccc(C(C)=O)cc3)cc2)[C@@H]2C(=O)N(C)C(=O)[C@@H]21
  i, -2, 0.6, 0.2, -1, 10, -1, -0.1, -6, 0
- CC(NC(=O)C1=CC=CN2CCS(=O)(=O)N=C12)c1ccc(Cl)c(Cl)c1 (centres undefined)
  i, -10, -0.8, 0.7, 0, 1, 1, -0.3, 1, -8
- CSc1ccc(CNC(=O)C2CCC(=O)N(CCc3ccc(Cl)cc3)C2)cc1 (centres undefined)
  i, nt, -0.2, -1.0, -2, -7, 3, -0.3, -6, -2
- Cc1ccc(NC(=S)NNC(=S)NC2CCCCC2)cc1
  i, -6, -1.7, 0.8, 2, 0, -1, -0.9, 0, -4
